# KDM5B inhibitor – inhibitors of human KDM5B histone demethylase; AID 1347165; actives 2.6% (n = 220,000); Potency, µM (series often up to 57.7 µM), inactives show at the top dose activity change, negative = inhibition, usual class: inhibitors; KDM5B demethylase, FDH-coupled NADH fluorescence (FDH is formaldehyde dehydrogenase); active = well fitted inhibition curve with a large enough effect; inconclusive = small, poorly fitted or top-dose-only effect; inactive = no such curve, though single readings can be large or run the other way; also: 0% is about no effect; nearly all actives have a fitted effect of over 70% in size
# Target sequence (Q9UGL1 whole entry, looked up): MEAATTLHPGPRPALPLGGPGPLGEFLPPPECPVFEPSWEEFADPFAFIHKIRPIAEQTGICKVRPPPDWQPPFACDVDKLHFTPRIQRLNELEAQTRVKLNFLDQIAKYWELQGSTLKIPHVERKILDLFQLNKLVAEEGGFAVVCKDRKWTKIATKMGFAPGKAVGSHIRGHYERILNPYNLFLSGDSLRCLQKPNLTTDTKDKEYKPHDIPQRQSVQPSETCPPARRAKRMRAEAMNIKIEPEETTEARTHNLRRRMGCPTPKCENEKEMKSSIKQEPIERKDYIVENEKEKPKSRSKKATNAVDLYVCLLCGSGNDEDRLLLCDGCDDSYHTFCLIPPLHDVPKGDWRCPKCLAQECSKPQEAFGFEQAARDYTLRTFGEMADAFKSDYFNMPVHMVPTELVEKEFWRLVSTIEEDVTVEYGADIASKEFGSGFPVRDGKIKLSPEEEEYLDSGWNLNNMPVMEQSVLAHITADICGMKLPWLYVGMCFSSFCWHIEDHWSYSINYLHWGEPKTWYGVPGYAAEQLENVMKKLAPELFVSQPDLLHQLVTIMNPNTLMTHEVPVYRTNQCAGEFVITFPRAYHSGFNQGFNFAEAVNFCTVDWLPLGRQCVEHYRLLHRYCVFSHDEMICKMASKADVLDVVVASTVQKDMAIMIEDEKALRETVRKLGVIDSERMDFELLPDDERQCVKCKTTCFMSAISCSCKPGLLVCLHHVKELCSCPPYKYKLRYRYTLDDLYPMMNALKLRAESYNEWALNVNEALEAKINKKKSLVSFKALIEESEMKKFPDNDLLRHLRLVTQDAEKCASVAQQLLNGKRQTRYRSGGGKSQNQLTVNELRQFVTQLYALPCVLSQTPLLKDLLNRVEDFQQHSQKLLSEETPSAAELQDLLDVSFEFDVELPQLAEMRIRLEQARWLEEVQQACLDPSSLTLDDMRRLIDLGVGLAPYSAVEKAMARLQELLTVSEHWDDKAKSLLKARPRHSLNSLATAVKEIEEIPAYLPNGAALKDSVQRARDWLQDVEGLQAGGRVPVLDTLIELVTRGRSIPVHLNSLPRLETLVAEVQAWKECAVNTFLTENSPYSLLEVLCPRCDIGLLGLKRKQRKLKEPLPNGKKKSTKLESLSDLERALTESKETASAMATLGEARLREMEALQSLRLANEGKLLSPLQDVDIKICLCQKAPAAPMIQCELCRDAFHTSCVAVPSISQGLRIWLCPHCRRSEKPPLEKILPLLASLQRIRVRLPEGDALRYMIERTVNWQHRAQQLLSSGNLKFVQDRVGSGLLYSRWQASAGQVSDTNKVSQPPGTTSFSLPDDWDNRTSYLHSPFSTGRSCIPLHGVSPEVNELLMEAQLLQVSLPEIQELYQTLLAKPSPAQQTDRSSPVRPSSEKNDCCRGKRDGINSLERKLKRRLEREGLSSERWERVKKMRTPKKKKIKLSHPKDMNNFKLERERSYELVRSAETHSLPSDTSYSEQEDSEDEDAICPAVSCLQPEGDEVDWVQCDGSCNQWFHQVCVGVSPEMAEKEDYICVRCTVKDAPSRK
#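 Compound dilutions met 200 nM (final) KDM5BΔAP for 10 min at room temperature before substrate addition. The substrate mix held 12.5 µM H3K4me3 with cofactors 25 µM α-ketoglutarate and 50 µM Fe²⁺. NADH signal gain over 30 min defined activity.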
# An asterisk follows results filed as active; i = inactive; ? = inconclusive; [ ] = remark or other dose. Potency is read from the fitted curve at half-maximal effect. This is a subset; rates above refer to the full screens.
SMILES,KDM5B inhibitor
O=[S+]1([O-])NCC2(CCN(CC3CCCCC3)C2)Nc2ccccc21 (stereo not drawn),3.1%
CC(C)c1cc(=O)oc2cc(OS(=O)(=O)c3ccc(S(C)(=O)=O)cc3)ccc12,?
CC1CCN(c2ccc(-c3noc(-c4cc5ccccc5oc4=O)n3)cc2)CC1,14.2%
Cc1ccc(Cl)cc1N(C)C(=O)c1cc2ccc3cccnc3c2[nH]1,-3.2%
C=CCN(CC#Cc1ccc(C(F)(F)F)cc1)Cc1ccc(OC)cc1OC,-14.0%
CC1CN(C(=O)c2ccc([N+](=O)[O-])s2)CC(C)O1 (stereo not drawn),-19.6%
Cc1cccc(C)c1-n1ncc(C(=O)NCCCN2CCC(C)CC2)c1C1CCN(C(=O)OC(C)(C)C)CC1,?
O=C(NCc1nc(-c2ccc(C(F)(F)F)cc2)no1)Nc1ccc(OC(F)(F)F)cc1,2.8%
O=C(c1ccn[nH]1)N1CCCC(Cn2c(C3CC3)nc3cccnc32)C1 (stereo not drawn),14.9%
Cc1cc(C(=O)N2C[C@@H](COc3ccccc3)[C@H](C(N)=O)C2)ccn1,-6.3%
COc1ccc(NC(=O)Cn2cccc2-c2nc(-c3ccccc3)no2)c(OC)c1,31.0%
CCOCc1nc(C2CCCN(C(=O)Cc3ccc(C)cc3)C2)no1 (stereo not drawn),-13.1%
COc1cccc(N=C2SC(C(=O)Nc3cccc(Cl)c3)CC(=O)N2C)c1 (stereo not drawn),-8.1%
COc1ccccc1C(=O)OC(c1ccc(NC(=O)c2ccc(OC(F)F)cc2)cc1)(C(F)(F)F)C(F)(F)F,?
Cc1ccc2c(c1)Oc1ccc(S(=O)(=O)N(C)Cc3ccccc3)cc1C(=O)N2,29.6%
N#Cc1cccc(C(=O)N2CCCCCCNC(=O)[C@@H]3CCC[C@@H]32)c1,6.7%
CCOC(=O)c1ccc(NC(=O)CCn2c(=O)c3cccn3c3cccnc32)cc1,?
O=C(COc1ccc(C(=O)c2ccc(F)cc2)cc1)NC(=O)NCc1ccccc1,15.7%
COc1ccccc1-c1noc(-c2ccc(S(=O)(=O)N3CCOCC3)o2)n1,15.7%
CCOc1ccccc1NC(=O)c1cc2c(s1)-c1ccccc1S(=O)(=O)C2,3.1%
Cc1cccc(N2CCN(S(=O)(=O)c3ccc4c(c3)CCCN4C(=O)C3CCC3)CC2)c1C,5.3%
Cc1ccc(S(=O)(=O)/N=S(/c2ccccc2)C(C)C)cc1 (stereo not drawn),-6.1%
C/C(=N\O)c1ccc(OCC(O)CNC(C)C)cc1 (stereo not drawn),29.4%
COc1ccccc1NC(=O)CN1C(=O)C(c2ccc(F)cc2)=NC12CCCCC2,5.5%
CCc1ccc(S(=O)(=O)N2CCC3(CC2)C(=O)N(CC)c2ccccc23)cc1,14.1%
Cc1ccc2c(C)nc(Nc3nc(C)cc(-c4ccccc4)n3)nc2c1,30.1%
Cc1ccc(N2CCn3c2nc2c3c(=O)n(Cc3cccc(Cl)c3)c(=O)n2C)cc1C,-21.9%
O=C(NC1CCCCC1)c1cccc(NC(=O)C2CC2)c1,23.8%
Cc1ccc(OCn2ccc(C(=O)NCc3cnn(C)c3)n2)c(C)c1,6.0%
Cn1cc(C(=O)NCc2ccc(F)cc2)c(=O)c2cc(S(=O)(=O)N3CCCCC3)ccc21,-7.4%[11.5 µM]
CCOc1ccc(N2CC(c3nc(-c4ccccn4)no3)CC2=O)cc1 (stereo not drawn),14.7%
CCc1nc2ccc(C(=O)N3CCN(c4ccc(Cl)cc4)CC3)cc2nc1CC,-16.7%
O=C(CCS(=O)(=O)Cc1ccccc1F)NCCc1ccc(Cl)cc1,37.3%
Cc1c(O)ccc2c(CN3CCN(c4ccccc4F)CC3)cc(=O)oc12,?
O=C(NC1CCCCC1)c1cc2cc(Cl)ccc2[nH]1,-11.8%
O=C(C1CCC1)N1CCC(Oc2ccccc2)C1 (stereo not drawn),-10.3%
Cc1cc(C(=O)OCC(=O)Nc2c(C)cccc2C)c2ccccc2n1,-0.8%
COc1ccc(/C=C/CN2CCN(Cc3ccc(C)cc3)C(CCO)C2)cc1 (stereo not drawn),31.9%
Cc1cc(C)n(CCC(=O)NCCc2noc(-c3ccncc3)n2)n1,-19.5%
CCCn1c(C)cnc1CC1CCN(C(=O)CC2CCCC2)C1 (stereo not drawn),19.6%
CC(C)NC(=O)/C(C#N)=C\c1cccc(/C=C(/C#N)C(=O)NC(C)C)c1,?
CSc1ccc(CCNC(=O)Cn2ccc3cc(S(=O)(=O)N4CCCCCC4)ccc32)cc1,-25.8%
CC1N(O)C(C)(C)C(c2ccc(Cl)cc2)=[N+]1[O-] (stereo not drawn),11.8%
O=C(Nc1ccc(NC(=O)C(F)(F)C(F)(F)OC(F)(F)F)cc1)C(F)(F)C(F)(F)OC(F)(F)F,13.5%
Oc1cccc(Nc2cnc3ccc(-c4ccc(F)cc4)nn23)c1,-14.7%[86.2 µM]
O=C(O)c1ccc(NC2=CC(c3ccccc3)N(c3ccc(C(=O)O)cc3)C2=O)cc1 (stereo not drawn),-16.6%
Cc1cc(Cl)ccc1NC(=O)Cc1c[nH]c2ccccc12,2.9%
Cc1ccc(CNC(=O)c2cc3ccccc3oc2=O)cc1,30.3%[activator]
N#Cc1nc(-c2ccco2)oc1N1CCC(C(=O)NC2CCCCCCC2)CC1,?
O=C(c1ccccc1Br)N1CCCN(C(=O)C2CC2)c2ccccc21,1.9%
CC1CCC2(CC1)NC(=O)N(NC(=O)CCc1c[nH]c3ccccc13)C2=O (stereo not drawn),16.9%
CCN(CC)Cc1cc(C(=O)O)co1,1.1%
Cc1c(CC(=O)O)c(=O)oc2cc(OCc3ccccc3F)ccc12,i
O=C(NCc1n[nH]c2c1CCC2)c1coc(COc2cccc(F)c2F)n1,?
CCCc1nc2ccccc2c(C(=O)OCC(N)=O)c1CC,12.0%
O=C(Nc1ccccc1)C1CC(c2ccccc2)CN(C(=O)NCc2ccccc2)C1 (stereo not drawn),-21.7%
Oc1c(Cl)cc(Cl)cc1/C=N/NC(=S)NC1CC2C=CC1C2 (stereo not drawn),?
COCCN1CCC(N2CCN(C(=O)c3ccc(F)cc3)CC2)C1=O (stereo not drawn),-11.1%
O=C1c2ccccc2C(=Cc2ccsc2)c2ccccc21,-17.3%
CCCSc1nc(-c2ccc(OC)cc2)cc(-c2ccccc2OC)c1C#N,?

# Later entries:
SMILES,KDM5B inhibitor
CCOc1ccc(NCc2nc3ccccc3n2CCOc2ccc(C)cc2)cc1,?
CCCC(=O)N(c1ccc2oc3c(c2c1)CCCC3)S(=O)(=O)c1ccc(CC)cc1,-26.3%
Cc1cccc(NC(=O)CCNS(=O)(=O)c2ccc(Cl)cc2)c1,37.2%
O=C(Nc1ccc(Cn2cncn2)cc1)c1csc(NCc2ccccc2)n1,-9.3%
COc1ccc(NCC(=O)NC(C)(C#N)C(C)C)cc1Cl (stereo not drawn),10.7%
CC(NC(=O)/C(C#N)=C/c1ccc(C(=O)O)cc1)c1ccccc1 (stereo not drawn),-3.7%
CCOc1ccc(CC(=O)Nc2c(C(=O)c3ccc(C)cc3)oc3ccccc23)cc1OCC,?
Cc1ccsc1C(=O)N1CCC2(CC1)CC(N(Cc1ccccc1)C1CC1)CCO2 (stereo not drawn),-24.9%
CC1CCc2c(sc(/N=C/c3ccc(C(C)(C)C)cc3)c2C#N)C1 (stereo not drawn),5.2%
O=C(c1nnc(COc2ccc3c(c2)OCO3)n1Cc1ccccc1)N1CCC[C@@H]1c1ccc(Br)cc1,-12.5%
CCCn1cc2c3c(cccc31)CN(C(=O)c1cccc(F)c1)CC2,?
Cc1cccc(C(=O)NCc2ccc(C)s2)n1,12.6%
Cc1cc(CN2CCN(c3cccc(C)c3C)CC2)cs1,?
C[C@]1(CO)C2CC[C@H]3OC(=O)C[C@H]3[C@]2(C)CC[C@H]1OC(=O)Nc1ccccc1 (stereo partly drawn),-18.7%[86.2 µM]
CNC(=O)[C@@H]1CN(C(=O)c2ccc(OC)cc2C)C[C@H]1CO,-6.0%
COc1cc2c(cc1OC)C(c1ccc(Cl)c(Cl)c1)C1=C(CCCC1=O)N2 (stereo not drawn),?
COc1ccc(OC)c(NC2=C(c3ccccc3)C(=O)c3ccccc32)c1,?
COc1ccc(CN2CC[C@@H]3[C@H]2C(=O)NC[C@H](CCC(=O)NCc2ccc(F)cc2)N3C)cc1,-4.7%
COc1cc2nc(CSCC(=O)NCCC(C)C)[nH]c(=O)c2cc1OC,16.5%
Cc1ccc2oc(C(=O)Nc3c(C)cccc3C)cc(=O)c2c1,-10.2%
O=C(Cn1c(SCc2ccccc2F)nc2ccncc21)Nc1ccccc1C(F)(F)F,?
Cc1cccc(-c2cccc3c4c([nH]c23)[C@@H]2C[C@H]3[C@@H](CN2CC4)[C@H](C)ON3C)c1,?
COc1ccc(CCNC(=O)c2c(C)noc2-c2ccc(OC(F)(F)F)cc2)cc1,-9.7%
COCCCN1CC2(CCN(S(=O)(=O)c3cc(C)cc(C)c3)CC2)CC1=O,30.8%[activator]
NC(=O)COC(=O)c1cc(-c2cccs2)nc2ccccc12,?
COc1cc(NC(=O)N2C[C@@H](F)C[C@H]2C(=O)N2CCCCC2)cc(OC)c1,16.3%
CC1=NS(=O)(=O)N(Cc2cccc(Cl)c2)C=C1C(=O)O,31.9%
CCOc1cc(C#N)c(NC(=O)c2ccc3c(c2)OCO3)cc1OCC,11.2%
CN1CCc2nc3sc(C(=O)Nc4ccccc4C(F)(F)F)c(N)c3cc2C1,?
C/C=C(\C)C(=O)NNC(=O)c1sc(-c2ccccc2)nc1C,8.0%
COc1ccc(CN2Cc3cc(NC(=O)Cc4cccs4)ccc3OC(C)C2=O)cc1 (stereo not drawn),-1.3%
CCCCCOC(=O)CSc1nc2c(c(=O)[nH]c(=O)n2C)n1Cc1ccc(Cl)cc1,8.3%
COc1ccc2nc(/C(C#N)=C\c3ccco3)[nH]c2c1,?
O=C(Nc1cccc(C(F)(F)F)c1)c1nc2c(o1)CCN(Cc1nccs1)CC2,-26.3%[86.2 µM]
O=c1cnc2ccccc2n1Cc1ccc(Br)cc1,?
COCc1nc(C2CCCN(C(=O)NC3CCCC3)C2)no1 (stereo not drawn),-25.1%
COc1ccccc1CNc1ccc(-c2nc(-c3ccco3)no2)cc1[N+](=O)[O-],11.2%
CC(=O)c1cccc(CN2CCN(CCC(C)C)C(CCO)C2)c1 (stereo not drawn),-15.3%
Cc1ccc(CNC(=O)Nc2c(NC3CCCC3)c3ccccc3oc2=O)cc1,11.3%
CCc1nc(SCC(=O)OC)c2c3c(sc2n1)COC(C)(C)C3,13.1%
CC(C)C(=O)Nc1ccc(Cl)c(Cl)c1,2.4%
Cc1ccc(Cl)cc1NC(=O)N1CCC2(CC1)Oc1ccccc1C(=O)N2Cc1ccccc1F,-27.4%
OCc1cc(CC2(NCc3ccccc3)COC2)no1,-17.8%[115 µM]
CCc1ccccc1NC(=O)c1cn(C)c(=O)c2ccccc12,?
O=C(Cn1ncc2c3ccccc3n(Cc3ccc(Cl)cc3)c2c1=O)NCCC1=CCCCC1,2.2%
COc1ccc(-c2nnc3n2CCN(C(=O)c2ccccc2C)C3)cc1,15.3%
CCc1ccc(C2NC(=O)c3ccccc3O2)cc1 (stereo not drawn),30.5%
CN(Cc1ccccc1)Cc1cn([C@H]2CO[C@H]3[C@@H]2OC[C@@H]3NS(=O)(=O)c2cccc3cccnc23)nn1,24.2%

# Structural class, the compounds so far containing a thiophene ring, fused or not (11)
SMILES,KDM5B inhibitor
CC1CN(C(=O)c2ccc([N+](=O)[O-])s2)CC(C)O1 (stereo not drawn),-19.6%
CCOc1ccccc1NC(=O)c1cc2c(s1)-c1ccccc1S(=O)(=O)C2,3.1%
O=C1c2ccccc2C(=Cc2ccsc2)c2ccccc21,-17.3%
Cc1ccsc1C(=O)N1CCC2(CC1)CC(N(Cc1ccccc1)C1CC1)CCO2 (stereo not drawn),-24.9%
CC1CCc2c(sc(/N=C/c3ccc(C(C)(C)C)cc3)c2C#N)C1 (stereo not drawn),5.2%
Cc1cccc(C(=O)NCc2ccc(C)s2)n1,12.6%
Cc1cc(CN2CCN(c3cccc(C)c3C)CC2)cs1,?
NC(=O)COC(=O)c1cc(-c2cccs2)nc2ccccc12,?
CN1CCc2nc3sc(C(=O)Nc4ccccc4C(F)(F)F)c(N)c3cc2C1,?
COc1ccc(CN2Cc3cc(NC(=O)Cc4cccs4)ccc3OC(C)C2=O)cc1 (stereo not drawn),-1.3%
CCc1nc(SCC(=O)OC)c2c3c(sc2n1)COC(C)(C)C3,13.1%

# Continued:
SMILES,KDM5B inhibitor
O=C(COc1ccccc1)Nc1nc(-c2ccc(S(=O)(=O)N3CCCC3)cc2)cs1,6.5%
O=S(=O)(c1cc(Cl)ccc1Cl)N1CCN(c2nnnn2-c2ccccc2)CC1,-0.1%
COc1ccc(OC)c(NC(=O)c2cc(-c3ccc[nH]3)n[nH]2)c1,-29.1%
CC(=O)Nc1ccc2nc(SCc3ccc(Cl)cc3)sc2c1,-7.2%
CCn1nccc1C(=O)N1CC(Oc2ccc(-c3nc(C)no3)cc2)C1,5.2%
COC(=O)c1cc2n(n1)CCN(C(=O)c1cccc3c1OCC3)C2,14.7%
CCOC(=O)c1c(NC(=O)c2cc(-c3cccc(OC)c3)on2)sc2c1CCCC2,?
Fc1ccc(Nc2c(-c3ccccn3)nc3ccc(Cl)cn23)cc1,42.3%[activator]
CS(=O)(=O)N(CC(=O)NCCSCc1ccccc1)c1cc(C(F)(F)F)ccc1Cl,-17.7%
Cc1nc(SCC(=O)Nc2ccccc2C)cc(-c2ccccc2)n1,-0.4%
Cc1c(C(=O)OCCOc2ccccc2)[nH]c2c1C(=O)CC(c1ccccc1)C2 (stereo not drawn),-8.1%
Cc1ccccc1OC1(C(=O)O)CCN(Cc2ccc(CO)o2)CC1,?
Cn1cnc(S(=O)(=O)N2CCCC(c3nnnn3-c3ccccc3)C2)c1 (stereo not drawn),-11.9%

# High-throughput results deposited in PubChem by National Center for Advancing Translational Sciences (NCATS).
